Chronic BCR inh: qHTS Assay to Find Inhibitors of Chronic Active B-Cell Receptor Signaling | ABC-DLBCL IkBa-CBG/CBR reporter, luminescence ratio, 4 h | Potency, µM (highest dose often 46.1 µM), for the others: at the highest dose ratio change, negative = lower green/red ratio, hits mostly inhibitors | 0.05% of 340,000 active | AID 493014, 2011; active means well fitted inhibition curve with a large enough effect in the signal ratio, with a control signal flat, not every such curve was filed as active; inconclusive means small, poorly fitted or top-dose-only effect, or effect the other way, or a change in a side signal; the % refers to the signal ratio;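 further: potency means the concentration at half of the fitted maximal effect; plate controls were basal doxycycline-induced cells for no effect and cells given 10 µM MG132 for full effect; MG132 reads +100%, hits lower the ratio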
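Doxycycline induced both beetle luciferases in TMD8 lymphoma cells; IKK-driven degradation limits the IkappaBalpha-fused green signal, while red luminescence normalises for cell number and nonspecific effects. Compounds tested up to 46 uM, 4 hrs.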
PKM2 activator: qHTS Assay for Activators of Human Muscle isoform 2 Pyruvate Kinase | 0.34% of 260,000 active | Potency, µM (titrated, usually from 57.5 µM), for inactives: at the top dose activation, actives largely listed as activators | Pyruvate kinase PKM (Homo sapiens), P14618 | purified PKM2, Kinase-Glo ATP luminescence, activation; response scale: 0% is enzyme alone, no compound | AID 1631, 2009; further: potency means the concentration at half of the fitted maximal effect; on the % scale 0 is the no-effect control and ±100 the full control effect; nearly all actives have a fitted effect of over 55% in size
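hPK-M2, >95% pure; 0.1 mM ADP / 0.5 mM PEP final; imidazole pH7.2 buffer w/ 7 mM MgCl2, 50 mM KCl; 1 h RT; Kinase-Glo lum. Intermediate enzyme activity for dual inhibitor/activator qHTS.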
USP2a block: qHTS Assay for Inhibitors of Ubiquitin-specific Protease USP2a Using CHOP2 as the Reporter | Ubiquitin carboxyl-terminal hydrolase 2 (Homo sapiens), O75604 | USP2 core, Ub-CHOP2 coupled fluorogenic reporter, 485/531 | Potency, µM (titrated, usually from 38.3 µM), inactives show top-dose activity change, negative = inhibition, actives largely listed as inhibitors | 0.01% of 330,000 active | AID 463254, 2010;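 further: potency means the concentration at half of the fitted maximal effect; plate controls were DMSO wells for no effect and full inhibition by NEM control for full effect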
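Deubiquitinase activity read as fluorescence (485/531 nm) after Ub-CHOP2 cleavage activates the enterokinase reporter on its substrate; USP2 core 10nM, Ub-CHOP2 and substrate 25nM each, 30min compound preincubation then 60min RT; data normalized to NEM, curves fitted.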
Mito fusion yeast: qHTS Assay for Small Molecule Inhibitors of Mitochondrial Division or Activators of Mitochondrial Fusion; 0.23% of 320,000 active; Potency, µM (top dose mostly 46.1 µM), for inactives: at the top dose growth rescue (activation), usual class: activators; AID 485298, 2010; S. cerevisiae fusion-defective mutant growth rescue, CellTiterGlo 48 h;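 further: potency means the concentration at half of the fitted maximal effect; % of control where 0% means no effect; nearly all actives have a fitted effect of over 45% in size; temperature-sensitive fusion mutants such as fzo1-1 at 37 °C on non-fermentable ethanol glycerol medium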
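Yeast fusion mutant, YPEG (non-fermentable carbon), compound, 48 h at 37C non-permissive; CellTiterGlo added, 10 min RT, luminescence read. Rescued growth = division inhibition.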
MBNL1-CUG inh: qHTS Assay for Inhibitors of MBNL1-poly(CUG) RNA binding | Muscleblind-like protein 1 (Homo sapiens), Q9NR56 | TR-FRET MBNL1-His/biotin-(CUG)12 binding, 665/545 ratio | Potency, µM (top dose mostly 57.5 µM), inactives show top-dose activity change, negative = inhibition, usual class: inhibitors | 0.036% of 280,000 active; active means well fitted inhibition curve with a large enough effect in the signal ratio, with a control signal flat, not every such curve was filed as active; inconclusive means small, poorly fitted or top-dose-only effect, or effect the other way, or a change in a side signal; inactive means no such curve, though single readings can be large or run the other way; the % refers to the signal ratio; further: potency means the concentration at half of the fitted maximal effect; on the % scale 0 is the no-effect control and ±100 the full control effect
Target sequence (Q9NR56 whole entry, looked up): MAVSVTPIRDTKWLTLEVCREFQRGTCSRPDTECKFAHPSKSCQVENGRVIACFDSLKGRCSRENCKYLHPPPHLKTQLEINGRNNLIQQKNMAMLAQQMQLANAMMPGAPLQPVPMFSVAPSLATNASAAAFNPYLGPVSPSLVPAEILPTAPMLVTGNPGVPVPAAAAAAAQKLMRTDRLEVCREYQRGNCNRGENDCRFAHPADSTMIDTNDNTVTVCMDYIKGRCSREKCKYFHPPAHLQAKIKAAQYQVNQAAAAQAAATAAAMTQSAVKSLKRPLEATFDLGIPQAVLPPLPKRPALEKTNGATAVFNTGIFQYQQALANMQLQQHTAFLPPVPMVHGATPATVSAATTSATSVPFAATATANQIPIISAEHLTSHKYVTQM
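Inhibition of protein-RNA binding appears as loss of TR-FRET between terbium anti-His antibody on MBNL1-His and streptavidin-XL665 on biotin-(CUG)12. Activity is normalized to buffer-only and uninhibited-complex controls.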
Eya2 phos inh: qHTS Assay for Inhibitors of the Phosphatase Activity of Eya2; recombinant Eya2, OMFP fluorescence dephosphorylation (OMFP is methylfluorescein phosphate); Potency, µM (series often up to 76.9 µM), inactives show at the highest dose activity, negative = inhibition, most hits filed as inhibitors; 0.006% of 330,000 active; AID 488837, 2010; further: potency means the concentration at half of the fitted maximal effect; on the % scale 0 is the no-effect control and ±100 the full control effect
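Eya2 (0.2 uM) preincubated 10 min at ambient with compound, then OMFP substrate added at 50 uM; 10 min reaction in 50 mM HEPES pH 7.5, 50 mM NaCl, 5 uM MgCl2, 0.05% BSA, 1 mM DTT. Fluorescence read at Ex 485/Em 525 nm.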
TSHR antag: Antagonists of the Thyroid Stimulating Hormone Receptor: HTS campaign; activity change, negative = inhibition, % at 11.5 µM; TSHR-expressing cells, TSH-stimulated cAMP HTRF, 2 h; active compounds read low; Thyrotropin receptor (Homo sapiens), P16473; 0.2% of 330,000 active;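 active means activity change below a set negative limit, meaning inhibition stronger than a set level, cut at about -70% in these data; inconclusive means activity change between two set negative limits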; further: on the % scale 0 is the no-effect control and ±100 the full control effect
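Freshly harvested TSHR cells receive pin-tooled compound, then EC80 TSH at 4nM final. After 2 hours at 37 deg C, antibody in lysis buffer and cAMP-d2 are added; 30 minutes at ambient temperature precede the HTRF read.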
GALK inh: qHTS Assay for Inhibitors of Human Galactokinase (GALK); Purified GALK, Kinase-Glo residual ATP luminescence; Potency, µM (doses to about 57.5 µM), inactives show at the highest dose activity change, negative = inhibition, actives largely listed as inhibitors; 0.007% of 270,000 active; further: potency means the concentration at half of the fitted maximal effect; on the % scale 0 is the no-effect control and ±100 the full control effect
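Kinase-Glo Plus luminescence measured ATP left after a 1 h room-temperature reaction. The reaction used 5 nM GALK, 100 uM galactose and 35 uM ATP at pH 8.0 (20 mM HEPES, 5 mM MgCl2, 60 mM NaCl, 1 mM DTT, 0.01% BSA).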
Menin-MLL TR inh: qHTS Assay for Inhibitors Targeting the Menin-MLL Interaction in MLL Related Leukemias: Competition With Texas Red Labeled MLL-derived Mutant Peptide | 0.23% of 270,000 active | Menin + Texas Red MLL mutant peptide, fluorescence polarization | O00255 | Potency, µM (top dose mostly 61.6 µM), without a hit: top-dose FP activity change, negative = inhibition, usual class: inhibitors; active means well fitted inhibition curve with a large enough effect in the polarisation, with a control signal flat, not every such curve was filed as active; inconclusive means small, poorly fitted or top-dose-only effect, or effect the other way, or a change in a side signal; inactive means no such curve, though single readings can be large or run the other way; the % refers to the polarisation; further: potency means the concentration at half of the fitted maximal effect; % of control where 0% means no effect; many of its hits are not listed in these tables
Target sequence (O00255 whole entry, looked up): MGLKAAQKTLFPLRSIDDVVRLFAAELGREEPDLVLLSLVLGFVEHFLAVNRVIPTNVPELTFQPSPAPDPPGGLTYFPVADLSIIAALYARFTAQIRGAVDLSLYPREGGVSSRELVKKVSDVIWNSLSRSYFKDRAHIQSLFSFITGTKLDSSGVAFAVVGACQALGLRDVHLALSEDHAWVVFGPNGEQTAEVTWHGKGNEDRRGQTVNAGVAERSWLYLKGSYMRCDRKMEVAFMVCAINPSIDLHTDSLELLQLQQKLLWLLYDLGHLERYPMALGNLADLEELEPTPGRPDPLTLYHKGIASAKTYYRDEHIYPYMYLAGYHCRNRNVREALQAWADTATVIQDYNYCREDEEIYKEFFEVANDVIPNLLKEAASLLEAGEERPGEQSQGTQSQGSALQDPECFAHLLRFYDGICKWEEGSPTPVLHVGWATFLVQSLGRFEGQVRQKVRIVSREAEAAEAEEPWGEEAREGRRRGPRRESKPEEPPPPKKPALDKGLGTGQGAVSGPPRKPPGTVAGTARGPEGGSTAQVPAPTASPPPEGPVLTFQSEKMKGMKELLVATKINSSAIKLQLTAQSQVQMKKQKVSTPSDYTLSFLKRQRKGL
hERG WT inh: qHTS for Inhibitors of KCHN2 3.1: Wildtype qHTS; 0.37% of 340,000 active; Voltage-gated inwardly rectifying potassium channel KCNH2 (Homo sapiens), Q12809; U2OS, BacMam KCNH2, thallium flux FluxOr; active compounds read low; AID 720551, 2013; activity change, % at 1.84 µM;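 active means maximum activity change below -70%; inconclusive means maximum activity change between -70% and -50%; inactive means maximum activity change above -50%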; further: on the % scale 0 is the no-effect control and ±100 the full control effect
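U2OS cells were transduced with wild-type KCNH2 virus (2.03 x 10^8 / mL) for 4 h at room temperature, then cultured overnight at 37 C. Thallium flux was read with FluxOr dye. Rate constants were normalized to DMSO controls.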
ASM inhibitor: Inhibitors of Secretory Acid Sphingomyelinase (S-ASM): qHTS. Sphingomyelin phosphodiesterase (Homo sapiens), P17405. placental ASM, HMU-PC fluorogenic substrate, 60 min. Potency, µM (highest dose often 57.5 µM), inactives show top-dose activity change, negative = inhibition, hits mostly inhibitors. 0.006% of 340,000 active. AID 504937, 2011; further: potency means the concentration at half of the fitted maximal effect
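Steps: dispense placental human ASM, pin compound, wait 10 min at room temperature, add HMU-PC0 substrate at 9 uM final, incubate 60 min at 37 °C, add stop solution raising pH to 10, read fluorescence.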
* hit, by the source's call; ? = inconclusive; nt = not tested or not shown; [ ] = another dose, or the depositor's remark. Unless noted, the call rests on the fitted dose curve; in most records, active means well fitted curve in the direction sought with a large enough effect; inconclusive means small, poorly fitted or top-dose-only effect, or another doubt; inactive means no such curve, though single readings can be large; an effect the other way counts as inactive or inconclusive. The list is partial (hit frequency here may not be typical).

SMILES	Chronic BCR inh	PKM2 activator	USP2a block	Mito fusion yeast	MBNL1-CUG inh	Eya2 phos inh	TSHR antag	GALK inh	Menin-MLL TR inh	hERG WT inh	ASM inhibitor
COCCNC(=O)CN(c1cc(Cl)ccc1OC)S(=O)(=O)c1ccc(C)c([N+](=O)[O-])c1	-1%	-1%	3%	5%	14%	0%	0	4%	6%	-4	-6%
CC(NC(=O)c1ccc2ccccc2n1)c1ccc(S(N)(=O)=O)cc1 (configuration not stated)	-5%	nt	-5%	-6%	9%	2%	11	-2%	nt	-35	-1%
COc1cccc(NC(=S)N2CCN(S(=O)(=O)c3ccc(F)cc3)CC2)c1	6%	18%	2%	-1%	-3%	-10%	2	-11%	nt	7	-1%
CC(CN1CCCCC1)OC(=O)COc1ccc(Cl)cc1 (configuration not stated)	-1%	1%	2%	2%	-13%	8%	-4	6%	0%	5	2%
Cc1nnc(NC(=O)C2CCCO2)s1 (configuration not stated)	7%	2%	2%	-1%	-2%	-15%	19	0%	16%	-2	-2%
O=C(CSCc1ccc(Br)cc1)NCc1ccccn1	4%	-1%	4%	0%	3%	3%	-2	-1%	-2%	-5	0%
COc1ccc(S(=O)(=O)Cc2ccc(C(=O)NCCCN3CCc4ccccc4C3)o2)cc1	-1%	-7%	1%	3%	-9%	13%	-1	0%	-5%	4	5%
O=C(NCCCO)/C(=C\c1ccco1)NC(=O)c1ccco1	9%	-11%[11.5 µM]	2%	1%	-8%	4%	8	-3%	0%	1	8%
Cc1cccc(NC(=O)CCC(=O)N/N=C/c2cc([N+](=O)[O-])ccc2O)c1	0%	-10%	3%	6%	44%[activator]	-8%	-8	1%	10%	3	-2%
COc1ccc(CN(CC(=O)NC2CCCC2)C(=O)CCC(=O)Nc2cc(C)on2)cc1	-3%	-16%	0%	-1%	8%	-1%	14	0%	8%	-9	7%
CCOC(=O)c1c(C=O)c(C)n(Cc2ccccc2)c1C	?	6%	3%	9%	-4%	-4%	12	3%	-5%	7	-5%
N#C/C(=C/c1ccc(N2CCCC2)c([N+](=O)[O-])c1)c1nc2ccccc2[nH]1	17%	-3%	1%	4%	10%	-8%	3	2%	-1%	0	-12%
O=C(CC(=O)NN=C1CCCCCC1)NCc1cccnc1	0%	5%	0%	-4%	nt	-12%	1	4%	-6%	-1	3%
CS(=O)(=O)c1ccc(NC(=O)CCCc2nc3ccccc3c(=O)[nH]2)cc1	-5%	nt	-1%	-3%	nt	4%	-5	nt	nt	-2	0%
Cc1ccc(NC(=S)NC2CCN(Cc3ccccc3)CC2)cc1C	1%	0%	4%	?	-1%	15%	-6	-2%	10%	11	5%
O=C(CCc1ccc(F)c(F)c1)NC1CCCN(Cc2ccc(Cl)cc2)C1 (configuration not stated)	-1%	-2%	2%	-3%	1%	-13%	-5	3%	-12%	24	-2%
COc1cc(-c2ccc(NC(C)=O)c(OC)c2)ccc1NC(C)=O	-2%	2%	-1%	-2%	-7%	-14%	3	-4%	nt	-3	-1%
O=C(CSc1ccc(-c2ccco2)nn1)NCc1ccc(Cl)cc1	?	1%	2%	17%	?	-14%	3	0%	?	9	-4%
COc1ccc(OC)c(C(=O)CSc2nc3c(c(=O)n(C)c(=O)n3C)n2C(C)C)c1	0%	0%	2%	-1%	-8%	3%	3	-2%	3%	-10	-1%
OCCCc1n[nH]c(=S)n1-c1ccccc1	?	5%	-1%	-3%	5%	-3%	-13	-1%	-20%	14	3%
CN1CCN(C(=O)Nc2ccc([N+](=O)[O-])cc2)CC1	-15%	-1%	-1%	6%	nt	-6%	-3	6%	nt	2	0%
CCOC(=O)c1c(SC)nc(SC)c2c1CCC2	?	8%	1%	-5%	5%	16%	1	-2%	11%	9	-4%
CCN(Cc1cc(=O)n2cc(Cl)c(C)c(Cl)c2n1)Cc1nc2ccccc2c(=O)[nH]1	16%	3%	-2%	16%	18%	5%	1	8%	-20%	5	7%
Cc1ccccc1Nc1nc(N)nc(COC(=O)CC2CC3CCC2C3)n1 (configuration not stated)	8%	-4%	-5%	?	3%	-8%	-4	-3%	4%	-1	-1%
O=C(CN1C(=O)C2CC=CCC2C1=O)Nc1ccc(F)cc1F (configuration not stated)	1%	nt	1%	3%	nt	5%	1	nt	nt	11	1%
Cc1nn(Cc2noc(C(=O)NCCCn3ccnc3)n2)c(C)c1Br	1%	3%	1%	-11%	-1%	-8%	4	1%	3%	4	-1%
COc1ccc(Cc2nnc(Cl)c3ccccc23)cc1OC	?	nt	4%	-9%	?	-6%	23	-4%	-20%	-16	-5%
Cn1cc(Cl)c(-c2n[nH]c(=S)n2-c2ccccc2)n1	0%	-1%	4%	nt	1%[11.5 µM]	6%	25	nt	6%	-1	2%
CCCN(CC(=O)Nc1ccccc1C)C(=O)c1ccc(-c2ccccc2)cc1	?	2%	-1%	-5%	0%	10%	-3	0%	nt	-2	-6%
COc1ccccc1C(=O)N1CCN(Cc2nc3cc([N+](=O)[O-])ccc3n2C)CC1	-2%	14%	1%	1%	?	12%	-2	9%	-12%	43	6%
CCn1ncc(NC(=S)Nc2ccc3c(c2)OCO3)c1C(N)=O	3%	-22%	3%	-1%	0%	0%	1	5%	12%	3	4%
COc1ccc2c(c1)CCCN2S(=O)(=O)c1ccc(Cl)cc1	-1%	1%	1%	-12%	-6%	9%	5	-7%	?	0	-9%
O=C(O)CC/C(=N\Nc1ccc([N+](=O)[O-])cc1)c1ccccc1	-6%	2%	-5%	9%	?	22%	-11	nt	nt	-13	1%
COc1ccc(Cl)cc1NC(=O)Nc1ccc(Br)cn1	?	-13%	0%	-1%	-22%	3%	17	1%	?	43	3%
O=C(OCC(=O)N1CCCc2ccccc21)c1cccc(C(F)(F)F)c1	?	nt	-1%	-1%	nt	-11%	-2	nt	nt	5	-3%

3 entries from above in a different format.
SMILES | Chronic BCR inh | PKM2 activator | USP2a block | Mito fusion yeast | MBNL1-CUG inh | Eya2 phos inh | TSHR antag | GALK inh | Menin-MLL TR inh | hERG WT inh | ASM inhibitor
COc1ccc(Cl)cc1NC(=O)Nc1ccc(Br)cn1 | ? | -13% | 0% | -1% | -22% | 3% | 17 | 1% | ? | 43 | 3%
O=C(O)CC/C(=N\Nc1ccc([N+](=O)[O-])cc1)c1ccccc1 | -6% | 2% | -5% | 9% | ? | 22% | -11 | nt | nt | -13 | 1%
O=C(OCC(=O)N1CCCc2ccccc21)c1cccc(C(F)(F)F)c1 | ? | nt | -1% | -1% | nt | -11% | -2 | nt | nt | 5 | -3%

High-throughput results: PubChem BioAssay, National Center for Advancing Translational Sciences (NCATS)
